# Assay outcomes as filed in PubChem BioAssay.
# RT RNaseH block: inhibitors of HIV-1 reverse transcriptase RNase H | RT-RNase H RNA/DNA duplex cleavage, fluorescence | inhibition, % at 10 µM | 65,000 compounds, 1.9% hits; in the data active means inhibition above about 50%
# RmlC RmlD mix: inhibitors of RmlC and RmlD coupled enzymes; RmlC/RmlD coupled enzyme inhibition, 384-well mixture HTS; inhibition, % at 5.5 µM; 110,000 compounds, 0.39% hits; AID 1532; in the data active means inhibition above about 30%, passing the limit was not always enough; further: strong numbers were not always called active
# * = called active by the depositor; . = no result given.
cpd | structure | RT RNaseH block | RmlC RmlD mix
1 | Cc1cccc(C)c1OCC(=O)Nn1c(C)nc2ccccc2c1=O | -8 | 8
2 | C=C(C)Cn1c(SCC)nc2ccccc2c1=O | -48 | 11
3 | Cc1cc(C)n2nc(SC3CCCCN(C(=O)c4ccc(F)cc4)C3=O)nc2n1 (configuration not stated) | 5 | 5
4 | CC(C)CCNC(=O)C1CCCN(S(=O)(=O)c2ccc(F)cc2)C1 (configuration not stated) | -5 | .
5 | Cc1cc(S(=O)(=O)Nc2ccc3ccccc3c2)c(C)s1 | . | 7
6 | O=C(C1=C[C@@H](c2coc3ccccc3c2=O)C[C@@H](OCc2ccc(CO)cc2)O1)N1CCN(Cc2ccc3c(c2)OCO3)CC1 | . | 13
7 | CC(=O)Nc1ccc(Oc2cnc3ccccc3n2)cc1 | . | -4
8 | COC(=O)CC1C(=O)NCCN1C(=O)c1ccccc1 (configuration not stated) | -1 | -6
9 | CCCCn1c(SCC(=O)NCC2CCCO2)nc2ccc(N3CCOCC3)cc2c1=O (configuration not stated) | 44 | 16
10 | COc1ccc(C2/C(=C(\O)c3ccc4c(c3)OCCO4)C(=O)C(=O)N2CCCN(C)C)cc1 (configuration not stated) | -4 | 4
11 | COc1ccc(N2CCN(Cc3nc4ccccc4c(=O)[nH]3)CC2)cc1 | 3 | 11
12 | Cc1c(Cl)cccc1NC(=O)COc1ccc(S(=O)(=O)N2CCOCC2)cc1 | . | 4
13 | O=c1[nH]c(=O)n(Cc2ccc(F)cc2)c(O)c1C=NCc1cccnc1 | -11 | -20
14 | CC(C)CN(C(=O)COC(=O)C1c2ccccc2Oc2ccccc21)C1CCS(=O)(=O)C1 (configuration not stated) | . | -16
15 | CC(Oc1ccccc1)C(=O)N1CCC2(CC1)Oc1ccc(F)cc1C(=O)C21CC(c2cccnc2)=NO1 (configuration not stated) | . | 2
16 | c1ccc(-c2nc(NCCCN3CCOCC3)c3ccccc3n2)cc1 | -14 | -7
17 | CCOc1ccc(N(Cc2cc3cc(OC)ccc3[nH]c2=O)C(=O)C2CCCO2)cc1 (configuration not stated) | 9 | -13
18 | COc1ccc(S(=O)(=O)N2CCCCC2)cc1C(C)C | -89 | -12
19 | O=C(N[C@H](CO)[C@H](O)c1ccc([N+](=O)[O-])cc1)C(Cl)Cl | . | -11
20 | O=C(CCN1CCCCC1)c1ccc2c(c1)OCO2 | . | 10
21 | COc1ccc(N(CC(=O)NCCSC(C)(C)C)S(C)(=O)=O)c(OC)c1 | -8 | -6
22 | O=C(NCCN1CCOCC1)NC1(C(F)(F)F)Oc2ccccc2O1 | 4 | 3
23 | COc1cc(NS(C)(=O)=O)c(OC)cc1NC(=O)c1ccccc1 | 1 | 6
24 | C=CCc1c(C)nn(CC(=O)O)c1-c1ccccc1 | -5 | -19
25 | CCc1nnc(NC(=O)CCN2C(=O)CCC2=O)s1 | -3 | -7
26 | CCc1nc2ccc(C)cc2c(C(=O)NC2CCCCC2C)c1C (configuration not stated) | . | 9
27 | O=c1[nH]ncc2c3ccccc3n(Cc3ccccc3)c12 | -69 | 6
28 | CCOC(=O)N1CCN(C(=O)COc2ccc(Br)cc2Cl)CC1 | -67 | -13
29 | O=C(c1ccccc1F)N1CCN(Cc2cccc(Cl)c2)CC1 | -10 | -10
30 | COCCn1c(-c2ccccc2)nc2oc3cc(OC)ccc3c(=O)c2c1=O | . | 11
31 | CCOc1cc(C2C(C(=O)OC)=C(C)N=C3SCCC(=O)N32)ccc1OC(C)=O (configuration not stated) | -8 | -7
32 | CC(C)CNC(=O)c1ccccc1NC(=O)c1ccc(CN2CCOCC2)cc1 | -2 | -11
33 | CCOC(=O)N1CCC(NC(=O)c2cc(S(=O)(=O)N3CCC4(CC3)OCCO4)ccc2F)CC1 | 5 | -11
34 | CCOC(=O)c1sc(NC(=O)c2ccco2)nc1-c1ccccc1 | -6 | -11
35 | COc1cccc(CNC(=O)C2CCCN(S(=O)(=O)c3cnc[nH]3)C2)c1 (configuration not stated) | -1 | 7
36 | Cc1ccc(S(=O)(=O)NCC(=O)N2CCCC2)cc1 | . | 5
37 | CCOC(=O)c1oc2cc(O)c(CC)cc2c(=O)c1-c1ccc2c(c1)OCCO2 | -1 | -8
38 | CN(/C=C/C(=O)C(F)(F)F)Cc1ccccc1 | . | 7
39 | O=C(Nc1ccon1)c1sc2cc(F)ccc2c1Cl | -10 | 73
40 | CCCCN(C)C(=O)c1oc2ccc(S(=O)(=O)N3CCCCCC3)cc2c1C | -37 | -50
41 | CCc1nnc(NC(=O)C2Cc3ccccc3CN2S(=O)(=O)c2ccc(C)cc2)s1 (configuration not stated) | . | -12
42 | COc1ccc(N=C2S/C(=C\c3ccco3)C(=O)N2CC(C)C)cc1 | . | 1
43 | COCCn1nnnc1CN1CCN(c2cccc(C(F)(F)F)c2)CC1 | 3 | -15
44 | CC/C(O)=C(\C#N)c1nnc2n1CCCCC2 | . | 14
45 | O=C(Nc1ccccc1)c1ccc(NCC2CCCO2)c(S(=O)(=O)N2CCOCC2)c1 (configuration not stated) | -7 | 11
46 | COc1ccc(C2C3=C(CC(C)(C)CC3=O)Oc3ncn(CCO)c(=N)c32)cc1OC (configuration not stated) | -4 | -13
47 | Cn1ncc2c1ncn1nc(COc3ccc4ccccc4c3)nc21 | -7 | 6
48 | COc1ccc(/C(O)=C2\C(=O)C(=O)N(CCN(C)C)C2c2cccc(OC)c2OC)cc1Cl (configuration not stated) | 4 | -7
49 | O=C(CCCC(=O)OCC(=O)NC1CCCC1)Nc1ccccn1 | -3 | -18
50 | CCOc1ccc(C(=O)N2CCN(c3ccccc3)CC2)cc1OCC | 0 | -4
51 | CNC(=O)c1nc(C)n(-c2cc(Cl)ccc2Cl)n1 | . | 8
52 | Cc1ccc(C(=O)N2CCN(c3cc(=O)[nH]nc3-c3ccccc3)CC2)cc1 | . | 9
53 | Cc1ccccc1CN(c1ccc(C(=O)NCCC2=CCCCC2)cc1)S(C)(=O)=O | . | -7
54 | O=C(NCCO)c1cccc2c1C(=O)c1ccccc1-2 | -5 | .
55 | Cc1ccc(-c2ccc(=O)n(CC(=O)NCCN(C)C)n2)cc1 | -26 | -3
56 | COc1cc(C(=O)NCc2ccc3c(c2)OCO3)ccc1OCc1c(C)noc1C | 1 | -14
57 | CCCCOC(=O)Nc1ccc(C(=O)OC)cc1 | -17 | -13
58 | O=C(CNS(=O)(=O)c1cccs1)N1CCc2ccccc2C1 | 1 | -11
59 | COc1ccc(C2SCC(=O)N2CC23CC4CC(CC(C4)C2)C3)cc1 (configuration not stated) | . | -8
60 | Cc1cc(C)c2nc(NC3=NCN(CCN4CCOCC4)CN3)nc(C)c2c1 | -12 | .

# Whole records, looked up by structure. Screens in order: RT RNaseH block	RmlC RmlD mix
# COc1cc(C(=O)NCc2ccc3c(c2)OCO3)ccc1OCc1c(C)noc1C reads 1	-14
# COCCn1nnnc1CN1CCN(c2cccc(C(F)(F)F)c2)CC1 reads 3	-15
# COc1ccc(C2SCC(=O)N2CC23CC4CC(CC(C4)C2)C3)cc1 (configuration not stated) reads .	-8
# O=C(NCCO)c1cccc2c1C(=O)c1ccccc1-2 reads -5	.

# Six compounds picked at random from those above:
cpd | structure | RT RNaseH block | RmlC RmlD mix
42 | COc1ccc(N=C2S/C(=C\c3ccco3)C(=O)N2CC(C)C)cc1 | . | 1
43 | COCCn1nnnc1CN1CCN(c2cccc(C(F)(F)F)c2)CC1 | 3 | -15
59 | COc1ccc(C2SCC(=O)N2CC23CC4CC(CC(C4)C2)C3)cc1 (configuration not stated) | . | -8
44 | CC/C(O)=C(\C#N)c1nnc2n1CCCCC2 | . | 14
55 | Cc1ccc(-c2ccc(=O)n(CC(=O)NCCN(C)C)n2)cc1 | -26 | -3
52 | Cc1ccc(C(=O)N2CCN(c3cc(=O)[nH]nc3-c3ccccc3)CC2)cc1 | . | 9

# Remaining list, next part
cpd | structure | RT RNaseH block | RmlC RmlD mix
61 | C=C(C)c1cccc(C(C)(C)NC(=O)N2CCN(CC(N)=O)CC2)c1 | -11 | 3
62 | O=C(COC(=O)c1ccccn1)Nc1ccc(S(=O)(=O)N2CCOCC2)cc1 | . | -11
63 | O=P(C(=Nc1ccc(Cl)cc1)N1CCOCC1)(N1CCOCC1)N1CCOCC1 | . | -11
64 | C=CC(COCc1ccccc1)N(Cc1ccc(OC)cc1)S(=O)(=O)c1ccccc1Br (configuration not stated) | . | 7
65 | CCN1C2=NCCCN2c2ccccc21 | -13 | -9
66 | CCn1c2ccccc2c2nnc(SCC(=O)Nc3ccc4c(c3)OCO4)nc21 | 3 | 9
67 | O=S(CCc1ccncc1)Cc1ccccc1 (configuration not stated) | -9 | -11
68 | O=C(CSc1ncn[nH]1)c1ccco1 | 39 | 6
69 | COC(=O)Cn1c(C)nc2c(sc3nc(C)cc(C)c32)c1=O | -13 | -12
70 | Cc1onc(-c2ccccc2Cl)c1C(=O)NCc1ccc(N2CCCC2=O)cc1 | 3 | -10
71 | COc1ccc2cc3c(N)nn(C(=O)Cc4ccccc4OC)c3nc2c1 | -5 | 7
72 | Cc1ccc(-c2nnn(Cc3nc4ccccc4s3)n2)cc1 | -12 | -13
73 | CCN(CCCNC(=O)CC1Oc2ccc(C)cc2NC1=O)Cc1ccccc1 (configuration not stated) | -1 | -9
74 | CC(C)(C)OC(=O)NCC(=O)N1CCC(C(=O)O)CC1 | -2 | -5
75 | Cc1cc(=O)c2ccc(Cl)cc2[nH]1 | . | -8
76 | O=c1[nH]c(/C(=N\O)c2ccccc2)no1 | -5 | .
77 | COc1cc(C(=O)NCC(c2cccnc2)N2CCN(c3ccccc3)CC2)cc(OC)c1OC (configuration not stated) | -7 | -9
78 | CCc1cccc(OCCCCN(CC)CC)c1 | . | 3
79 | CN(C)S(=O)(=O)Oc1cccc(C(=O)Nc2ccccc2Cl)c1 | . | -6
80 | COc1ccc(-c2nn(C)c(=O)c3ccccc23)cc1NC(=O)Cn1nc(-c2ccccc2)c2ccccc2c1=O | . | 0

# Three of these compounds, set out differently:
# Sequence of screens: RT RNaseH block	RmlC RmlD mix
71	COc1ccc2cc3c(N)nn(C(=O)Cc4ccccc4OC)c3nc2c1
→ -5	7
67	O=S(CCc1ccncc1)Cc1ccccc1 (configuration not stated)
→ -9	-11
75	Cc1cc(=O)c2ccc(Cl)cc2[nH]1
→ .	-8

# The list goes on:
cpd | structure | RT RNaseH block | RmlC RmlD mix
81 | COc1cccc(C(=O)N(CN2CCCC2=O)c2cc(C)on2)c1 | -12 | 5
82 | Cn1ncc([N+](=O)[O-])c1C(=O)Nc1ccc(-c2nc3ccccc3[nH]2)cc1 | . | -10
83 | CCOc1ccc(N2CC(C(=O)NCCc3ccc(OC)c(OC)c3)CC2=O)cc1 (configuration not stated) | -5 | -9
84 | O=C(CCc1ccccc1)Nc1nc2n(n1)C(c1ccc(Cl)cc1)CC(=O)N2 (configuration not stated) | 7 | 4
85 | CCOCc1cc(C2NC(=O)NC(C)=C2C(=O)OCC)ccc1OC (configuration not stated) | -9 | -15
86 | COc1ccc(C(=O)CSc2nnc(C(CO)NC(=O)c3ccc(OC)cc3)n2C)cc1 (configuration not stated) | 5 | -16
87 | CCCn1c(NCc2ccco2)nc2ccccc21 | 1 | 14
88 | CCOC(=O)c1cnc2sc3c(n2c1=O)CCCC3 | 8 | 34
89 | C=CCn1c(-c2csc3ccccc23)n[nH]c1=S | . | -12
90 | CC1(C)Cc2ccccc2C(N/N=C/c2cccc(F)c2)=N1 | . | 6
91 | O=C(CCc1ccccc1)Nc1nncs1 | . | -10
92 | Cc1cccc(NC(=S)NCc2ccc3[nH]c4c(c3c2)CCCC4)c1 | . | -3
93 | CCc1ccccc1NC(=O)CSc1nc2n[nH]c(C)c2c(=N)n1-c1cccc(OC)c1 | . | 5
94 | Cn1c(-c2nonc2NC(=O)c2ccc(C(C)(C)C)cc2)nc2ccccc21 | -10 | .
95 | O=[N+]([O-])c1ccc2c(c1)C(N1CCOCC1)/C(=C/COc1ccc(F)cc1)O2 (configuration not stated) | . | -9
96 | O=C1c2ccccc2-c2nc3ccccc3nc21 | . | -7
97 | O=C(Nc1ccc2c(c1)OCCO2)c1cc2sccc2n1Cc1ccc(F)cc1 | . | 4
98 | CCn1c(COc2ccccc2C)nc2ccccc21 | . | -15
99 | O=c1[nH]c(CN2CC=C(c3ccccc3)CC2)nc2cc(C(F)(F)F)ccc12 | . | -15
100 | CCCN(CC1CC1)C(=O)CSc1nnc(-c2cc(-c3cccs3)nc3ccccc23)o1 | . | -75

# Exported with one line to a screen: entries from further up
94) Cn1c(-c2nonc2NC(=O)c2ccc(C(C)(C)C)cc2)nc2ccccc21
95) O=[N+]([O-])c1ccc2c(c1)C(N1CCOCC1)/C(=C/COc1ccc(F)cc1)O2 (configuration not stated)
96) O=C1c2ccccc2-c2nc3ccccc3nc21
Assay by compound	94	95	96
RT RNaseH block	-10	.	.
RmlC RmlD mix	.	-9	-7

# This is a subset, so the mix of outcomes need not match the whole.
